MOR-DOR ag = OPRM1-OPRD1 heterodimerization agonism; cells, luminescence; activation, % at 9.3 µM; hit rate 0.3% among 340,000; in the data active = activation above about 18%;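 note: 0% = vehicle-treated cells and 100% = reference agonist; values of inactives mirror those of a sister screen read the other way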
Target sequence (P35372 whole entry, looked up): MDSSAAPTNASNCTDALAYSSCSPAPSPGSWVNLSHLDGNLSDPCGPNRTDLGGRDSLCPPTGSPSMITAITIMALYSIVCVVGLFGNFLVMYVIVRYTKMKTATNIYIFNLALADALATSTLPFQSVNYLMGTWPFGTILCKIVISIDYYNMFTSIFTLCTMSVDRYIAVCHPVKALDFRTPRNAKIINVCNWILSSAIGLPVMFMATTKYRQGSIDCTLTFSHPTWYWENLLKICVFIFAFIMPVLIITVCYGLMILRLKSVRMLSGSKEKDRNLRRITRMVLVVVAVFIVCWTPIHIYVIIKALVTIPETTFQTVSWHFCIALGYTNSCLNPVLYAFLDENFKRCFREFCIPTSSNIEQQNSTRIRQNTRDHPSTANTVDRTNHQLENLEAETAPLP
Target sequence (P41143 whole entry, looked up): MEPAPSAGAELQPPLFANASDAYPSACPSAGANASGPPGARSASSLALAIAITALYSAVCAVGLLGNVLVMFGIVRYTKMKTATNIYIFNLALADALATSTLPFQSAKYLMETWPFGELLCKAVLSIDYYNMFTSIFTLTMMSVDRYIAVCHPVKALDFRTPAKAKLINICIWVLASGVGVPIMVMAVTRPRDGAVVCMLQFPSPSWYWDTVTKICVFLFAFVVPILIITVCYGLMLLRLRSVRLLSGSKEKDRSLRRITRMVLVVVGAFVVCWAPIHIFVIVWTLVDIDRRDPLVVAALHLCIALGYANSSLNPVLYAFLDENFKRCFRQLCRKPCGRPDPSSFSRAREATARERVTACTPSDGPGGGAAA
Arrestin-AP2 inh = human beta-arrestin and AP2 interaction inhibition; FITC-arrestin peptide / GST-AP2 beads, flow cytometry; AP2 beta2 appendage carries R879A mutation; inhibition, % at 10 µM; hit rate 0.31% among 340,000;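 active = inhibition above a set limit, near 3 SD of compounds lacking own fluorescence, cut at about 54% in these data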;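 note: plate controls were DMSO wells for no effect and 5 µM unlabelled arrestin peptide for full effect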
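system = GST-tagged AP2 beta2-adaptin appendage (R879A) on 4 µm glutathione beads | reagent = FITC-labelled arrestin peptide probe, 50 nM final | schedule = compound with beads 12 min RT, then probe 1 h RT | signal = HyperCyt-sampled flow cytometry, FL1 channel, ex 488/em 535 nm | read-out = percent response from loss of bead-bound FITC fluorescence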
AddAB inh = less growth of phage-infected E. coli with AddAB. E. coli expressing H. pylori AddAB, absorbance growth. inhibition, % at 11.9 µM. hit rate 0.29% among 330,000. AID 435030; in the data active = inhibition above about 12%;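 note: 0% = vehicle wells of infected cells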
E coli growth = counter-screen for AddAB inhibitors: E. coli growth inhibition; E. coli V3065 growth, OD600 absorbance, 18 h; inhibition, % at 11.9 µM; hit rate 0.27% among 330,000; AID 449728;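 active = inhibition above the campaign's mean inhibition across all tested compounds plus 3 SD, cut at about 9.9% in these data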;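 note: uninfected addAB+ strain grown without phage in ampicillin broth; 0% = DMSO wells and 100% = ciprofloxacin 0.95 µg/ml wells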
MOR-DOR inv ag = inverse agonists of human mu-delta opioid receptor heterodimerization | P35372+P41143 | cell-based MOR-DOR heterodimer luminescence, inverse agonism | inhibition, % at 9.3 µM | hit rate 0.21% among 340,000; in the data active = inhibition above about 22%, passing the limit was not always enough;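 note: 0% = cells with DMSO and 100% = wells without cells with DMSO; values of inactives mirror those of a sister screen read the other way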
PKA-R1A act = activates the PKA-R1A holoenzyme complex | hit rate 0.083% among 340,000 | P00514+P68181 | PKA-R1A dissociation, Cy5-IP20 fluorescence polarization; scaled: DMSO 0%, 113 µM cGMP 100% | activation, % at 11.4 µM;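 active = percent activation above the mean of all tested compounds plus 3 SD, cut at about 19% in these data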;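 note: higher means more PKAc released from R1A so a rise in polarization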
Tat transport = blocks Tat-dependent protein export in E. coli. E. coli MC4100 TorA-mCherry Tat export, fluorescence. hit rate 0.036% among 340,000. AID 488895. inhibition, % at 10 µM;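 active = mean replicate inhibition at least 50% and at least half of replicates individually reaching 50%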;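 note: exported cargo escapes ClpAP degradation while cytoplasmic cargo is degraded and loses fluorescence; 0% = median of neutral control wells and 100% = median of NaSCN control wells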
PfHsp90 yeast 2 = inhibits growth of yeast expressing Plasmodium falciparum Hsp90; S. cerevisiae expressing PfHsp90, BacTiter-Glo ATP, 48 h; yeast lacking PDR1 and PDR3 efflux regulators; inhibition, % at 9.4 µM; hit rate 0.32% among 310,000; AID 504621;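 active = every replicate shows inhibition above about 80%, whatever the replicate mean, limit read from the data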;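 note: 0% = DMSO neutral controls and 100% = 20 µM radicicol positive controls; yeast relying on Plasmodium falciparum Hsp90 in place of its own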
Mot1-301 SUMO = SUMOylation pathway inhibition by Mot1-301 growth rescue | hit rate 1% among 320,000 | AID 2716 | S. cerevisiae Mot1-301 growth rescue, ATP luminescence, 38.5C; percent above DMSO median, 100 means doubled | growth rescue, % at 18.8 µM;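 active = every valid replicate shows activation above 250% relative to neutral control wells; inactive = the rest, any valid replicate at or below 250%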;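 note: OY570 slx delta 5 strain wells were the positive control but not used for scaling; some compounds called inactive have numbers as strong as hits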
Pemphigus Ab inh = blocks pemphigus antibody binding to human desmoglein-3. P32926. DSG3-coupled beads, scFv-anti-DSG3-GFP binding, flow cytometry; active compounds read low. binding (percent of control), % at 10 µM. hit rate 0.48% among 310,000;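 active = binding more than 3 SD below its plate's average and above zero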;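 note: hits lower antibody fragment binding to DSG3; some compounds called inactive have numbers as strong as hits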
phage Ecoli inh = E. coli growth loss with phage present; growth absorbance; inhibition, % at 11.9 µM; hit rate 0.26% among 360,000; in the data active = inhibition above about 11%
* marks the source's active call; other numbers are inactive results.

Screening O=C(OCCCN=C1NS(=O)(=O)c2ccccc21)c1cccs1 returned MOR-DOR ag -4.3, Arrestin-AP2 inh -2, AddAB inh 4.7, E coli growth 1.2, MOR-DOR inv ag 20, PKA-R1A act -1, Tat transport 13, PfHsp90 yeast 2 0, Mot1-301 SUMO 579*, Pemphigus Ab inh 96 and phage Ecoli inh 2.6.
CC(C)C(=O)Nc1ccc(N2CCN(S(C)(=O)=O)CC2)cc1 was read as MOR-DOR ag -1.2, Arrestin-AP2 inh -5, AddAB inh 4.8, E coli growth -1.7, MOR-DOR inv ag 8, PKA-R1A act 11, Tat transport 8, PfHsp90 yeast 2 -14, Mot1-301 SUMO 222, Pemphigus Ab inh 92 and phage Ecoli inh 3.2.
For Cc1nnc(SC2CC(=O)N(c3ccccc3)C2=O)s1 (stereo unspecified) the results were MOR-DOR ag -1.9, Arrestin-AP2 inh 1, AddAB inh 1.6, E coli growth 2.0, MOR-DOR inv ag 8, PKA-R1A act -6, Tat transport -6, PfHsp90 yeast 2 12, Mot1-301 SUMO 6 and phage Ecoli inh 2.5.
Screening Cc1ccc(NC(=O)CN(C)C(=O)c2ccc(NS(=O)(=O)c3cccc([N+](=O)[O-])c3)cc2)cc1 returned MOR-DOR ag -0.7, Arrestin-AP2 inh -12, AddAB inh 1.0, E coli growth -0.2, MOR-DOR inv ag 4, PKA-R1A act -2, Tat transport -7, PfHsp90 yeast 2 6, Mot1-301 SUMO -3, Pemphigus Ab inh 103 and phage Ecoli inh 1.7.
`Cc1cc(NC(=O)CN2CCN(S(=O)(=O)c3ccc(Cl)cc3)CC2)no1` gave MOR-DOR ag -1.1, Arrestin-AP2 inh -1, AddAB inh -0.3, E coli growth -2.3, MOR-DOR inv ag 6, PKA-R1A act 2, Tat transport -3, PfHsp90 yeast 2 -30, Mot1-301 SUMO -10, Pemphigus Ab inh 100 and phage Ecoli inh 1.5.
Cc1cc(NS(=O)(=O)c2ccc(C(C)C)cc2)no1 was read as MOR-DOR ag -2.9, Arrestin-AP2 inh -14, AddAB inh 3.2, E coli growth 1.4, MOR-DOR inv ag 15, PKA-R1A act -3, Tat transport -2, PfHsp90 yeast 2 -13, Mot1-301 SUMO 1, Pemphigus Ab inh 96 and phage Ecoli inh 0.6.
CCC(C)NC(=O)c1ccc(CSc2nc3ccncc3n2Cc2ccc(F)cc2)cc1 (stereo unspecified) was read as MOR-DOR ag 0.3, Arrestin-AP2 inh 3, AddAB inh -0.2, E coli growth -2.0, MOR-DOR inv ag -2, PKA-R1A act -2, Tat transport 1, PfHsp90 yeast 2 -4, Mot1-301 SUMO 9, Pemphigus Ab inh 105 and phage Ecoli inh 2.4.
`Cc1ccc(NC(=O)C(C)N2C(=O)c3ccccc3C2=O)cc1S(=O)(=O)N1CCOCC1` (stereo unspecified) gave MOR-DOR ag -1.5, Arrestin-AP2 inh 15, MOR-DOR inv ag 8, PKA-R1A act -17, Tat transport 20, PfHsp90 yeast 2 -3, Pemphigus Ab inh 102 and phage Ecoli inh 3.7.
Screening CCOc1ccccc1NC(=O)Nc1ccc(Br)cn1 returned MOR-DOR ag 0.2, Arrestin-AP2 inh 4, AddAB inh 3.7, E coli growth -0.3, MOR-DOR inv ag -1, PKA-R1A act -7, Tat transport 5, PfHsp90 yeast 2 0, Mot1-301 SUMO 23, Pemphigus Ab inh 84 and phage Ecoli inh 3.2.
Cc1cc(NC(=O)c2ccco2)ccc1NC(=O)Cc1cccs1 was read as MOR-DOR ag -2.5, Arrestin-AP2 inh 23, AddAB inh 1.5, E coli growth 2.5, MOR-DOR inv ag 14, PKA-R1A act -19, Tat transport -4, PfHsp90 yeast 2 -2, Pemphigus Ab inh 108 and phage Ecoli inh 4.8.
`COc1ccc(C(=O)NCC(=O)NCC(=O)OCc2ccc(Cl)cc2)cc1` gave MOR-DOR ag -3.4, Arrestin-AP2 inh 15, AddAB inh 2.0, E coli growth 1.0, MOR-DOR inv ag 17, PKA-R1A act -11, Tat transport -10, PfHsp90 yeast 2 5, Mot1-301 SUMO 27, Pemphigus Ab inh 92 and phage Ecoli inh 1.0.
Screening COc1ccccc1N(CC(=O)N1CCN(c2ccc(F)cc2)CC1)S(=O)(=O)c1ccc(C)cc1 returned MOR-DOR ag -3.0, Arrestin-AP2 inh 1, AddAB inh 1.2, E coli growth -0.3, MOR-DOR inv ag 16, PKA-R1A act 6, Tat transport 3, PfHsp90 yeast 2 -8, Mot1-301 SUMO 2, Pemphigus Ab inh 102 and phage Ecoli inh 1.2.
For C/C(=N\NC(=O)Cc1ccc([N+](=O)[O-])cc1)c1cccnc1 the results were MOR-DOR ag -1.5, Arrestin-AP2 inh -6, MOR-DOR inv ag 8, PKA-R1A act -4, Tat transport -2, PfHsp90 yeast 2 3, Mot1-301 SUMO -11, Pemphigus Ab inh 105 and phage Ecoli inh 3.1.
For CN1C(=O)N(C)C2C1NC(=O)N2C (stereo unspecified) the results were MOR-DOR ag -1.7, Arrestin-AP2 inh 23, AddAB inh 3.0, E coli growth 2.4, MOR-DOR inv ag 10, PKA-R1A act -6, Tat transport -5, PfHsp90 yeast 2 24, Mot1-301 SUMO -18, Pemphigus Ab inh 107 and phage Ecoli inh 4.3.
`CCOC(=O)Nc1sc(C(=O)N(CC)CC)c(C)c1C(=O)OCC` gave MOR-DOR ag -2.5, Arrestin-AP2 inh 18, AddAB inh 4.4, E coli growth -1.6, MOR-DOR inv ag 15, PKA-R1A act -3, Tat transport -4, Mot1-301 SUMO 56 and phage Ecoli inh 1.3.
`CCC(=O)OCC(=O)Nc1cc(S(=O)(=O)N(C)C)ccc1Cl` gave MOR-DOR ag -0.8, Arrestin-AP2 inh 6, AddAB inh -2.4, E coli growth 1.0, MOR-DOR inv ag 4, PKA-R1A act -9, Tat transport -5, PfHsp90 yeast 2 -4, Mot1-301 SUMO -9, Pemphigus Ab inh 101 and phage Ecoli inh 1.8.
`COc1ccc(CNC(=O)Cn2ncn3c(cc4ccccc43)c2=O)cc1` gave MOR-DOR ag -2.2, Arrestin-AP2 inh 25, AddAB inh 2.9, E coli growth 0.2, MOR-DOR inv ag 12, PKA-R1A act -13, Tat transport -3, PfHsp90 yeast 2 2, Mot1-301 SUMO 61, Pemphigus Ab inh 99 and phage Ecoli inh 2.5.
Screening CCCCCCC(=O)N(O)C1CC(=O)N(c2ccc(Cl)cc2)C1=O (stereo unspecified) returned MOR-DOR ag -0.9, Arrestin-AP2 inh -2, AddAB inh 6.8, E coli growth 0.0, MOR-DOR inv ag 5, PKA-R1A act -2, Tat transport -5, PfHsp90 yeast 2 110*, Mot1-301 SUMO 119, Pemphigus Ab inh 111 and phage Ecoli inh 0.1.
Screening CCNC(=S)N1CCCC(C(N)=O)C1 (stereo unspecified) returned MOR-DOR ag -3.8, Arrestin-AP2 inh -2, AddAB inh -0.9, E coli growth 0.6, MOR-DOR inv ag 19, PKA-R1A act 5, Tat transport 2, PfHsp90 yeast 2 11, Mot1-301 SUMO 7, Pemphigus Ab inh 79 and phage Ecoli inh 1.7.
For COc1cc(/C=N/Nc2ccc(Cl)cc2)ccc1OC(=O)c1cccs1 the results were MOR-DOR ag -5.4, Arrestin-AP2 inh 10, AddAB inh -0.5, E coli growth -2.6, MOR-DOR inv ag 24, PKA-R1A act 2, Tat transport -1, PfHsp90 yeast 2 -7, Mot1-301 SUMO -7, Pemphigus Ab inh 96 and phage Ecoli inh 0.6.

2 neighbouring entries out of the list so far, quoted:
`Cc1cc(NC(=O)CN2CCN(S(=O)(=O)c3ccc(Cl)cc3)CC2)no1` gave MOR-DOR ag -1.1, Arrestin-AP2 inh -1, AddAB inh -0.3, E coli growth -2.3, MOR-DOR inv ag 6, PKA-R1A act 2, Tat transport -3, PfHsp90 yeast 2 -30, Mot1-301 SUMO -10, Pemphigus Ab inh 100 and phage Ecoli inh 1.5.
Cc1cc(NS(=O)(=O)c2ccc(C(C)C)cc2)no1 was read as MOR-DOR ag -2.9, Arrestin-AP2 inh -14, AddAB inh 3.2, E coli growth 1.4, MOR-DOR inv ag 15, PKA-R1A act -3, Tat transport -2, PfHsp90 yeast 2 -13, Mot1-301 SUMO 1, Pemphigus Ab inh 96 and phage Ecoli inh 0.6.

Following part.
`Cc1cccc(C)c1NS(=O)(=O)c1cc2c3c(c1)CCN3C(=O)CC2` gave MOR-DOR ag 0.1, Arrestin-AP2 inh 26, AddAB inh 1.1, E coli growth 0.8, MOR-DOR inv ag 0, PKA-R1A act -3, Tat transport -3, PfHsp90 yeast 2 -4, Mot1-301 SUMO 1, Pemphigus Ab inh 96 and phage Ecoli inh 1.8.
For COCCN(C(=O)COc1ccccc1C#N)c1c(N)n(Cc2ccccc2)c(=O)[nH]c1=O the results were MOR-DOR ag -1.4, Arrestin-AP2 inh 3, AddAB inh -0.8, E coli growth 2.7, MOR-DOR inv ag 9, PKA-R1A act -8, Tat transport -8, PfHsp90 yeast 2 -7, Mot1-301 SUMO 1, Pemphigus Ab inh 103 and phage Ecoli inh 0.1.
Cc1ccc2c(c1)nnn2C1CCN(S(=O)(=O)c2cccc(S(=O)(=O)N(C)C)c2)CC1 was read as MOR-DOR ag 0.2, Arrestin-AP2 inh 1, AddAB inh -0.4, E coli growth -1.8, MOR-DOR inv ag -1, PKA-R1A act 6, Tat transport -3, Mot1-301 SUMO -24, Pemphigus Ab inh 93 and phage Ecoli inh -0.1.
`Cn1c(=O)n(CCOc2ccccc2Cl)c2ccccc21` gave MOR-DOR ag -1.2, Arrestin-AP2 inh -1, AddAB inh 5.5, E coli growth 3.7, MOR-DOR inv ag 5, PKA-R1A act 1, Tat transport 7, PfHsp90 yeast 2 -17, Mot1-301 SUMO -6, Pemphigus Ab inh 115 and phage Ecoli inh 3.3.
`Cn1c(N)c(C(=O)COC(=O)/C=C/c2cccc(Cl)c2)c(=O)n(C)c1=O` gave MOR-DOR ag -1.3, Arrestin-AP2 inh 7, AddAB inh 0.2, E coli growth -3.2, MOR-DOR inv ag 6, PKA-R1A act -7, Tat transport 0, PfHsp90 yeast 2 -2, Mot1-301 SUMO -3 and phage Ecoli inh 2.4.
COc1ccc(C2Nc3ccccc3C(=O)N2c2ccc(C)cc2)cc1Cn1nc(C)c([N+](=O)[O-])c1C (stereo unspecified) was read as MOR-DOR ag 2.6, Arrestin-AP2 inh -6, AddAB inh 3.2, E coli growth -2.1, MOR-DOR inv ag -16, PKA-R1A act -14, Tat transport -8, PfHsp90 yeast 2 -12, Mot1-301 SUMO 3, Pemphigus Ab inh 96 and phage Ecoli inh -0.3.
`Cc1ccc(OCC(=O)Nc2oc(-c3ccccc3)c(-c3ccccc3)c2C#N)cc1` gave MOR-DOR ag -1.3, Arrestin-AP2 inh 6, AddAB inh 1.0, E coli growth -1.3, MOR-DOR inv ag 8, PKA-R1A act -7, Tat transport -10, PfHsp90 yeast 2 8, Mot1-301 SUMO -18, Pemphigus Ab inh 108 and phage Ecoli inh 4.6.
